Source: PubChem
All columns: NCI-60 one-dose screen, growth in % after 48 h at 10 µM unless noted; 100 = growth as untreated, 0 = no growth, -100 = all killed.
NCI-H460 = NCI-H460 lung cancer; AID 1794736; actives 6.8% (n = 82,000)
HT29 = HT29 colon cancer; actives 7.4% (n = 81,000); AID 1794748
HCT-15 = HCT-15 colon cancer | AID 1794746 | actives 5.2% (n = 82,000)
NCI-H226 = NCI-H226 lung cancer; AID 1794732; actives 3.5% (n = 79,000)
HCT-116 = HCT-116 colon cancer; actives 7.3% (n = 82,000); AID 1794798
NCI-H522 = NCI-H522 lung cancer; AID 1794739; actives 8% (n = 78,000)
NCI-H322M = NCI-H322M lung cancer | actives 2.7% (n = 80,000)
NCI/ADR-RES = NCI/ADR-RES ovarian cells. actives 4.4% (n = 81,000)
COLO 205 = COLO 205 colon cancer; actives 7.3% (n = 79,000); AID 1794742
* hit, by the source's call; x = not tested or not shown; & = joins results of further samples. The calls were made as follows: active = growth percent below 10; inactive = the rest. Outcome played no part in choosing rows; overall some 12% were active at least once.

SMILES	NCI-H460	HT29	HCT-15	NCI-H226	HCT-116	NCI-H522	NCI-H322M	NCI/ADR-RES	COLO 205
C[N+](C)(C)CCOC(=O)c1ccc(OCc2ccccc2F)cc1	105	111	103	101	107	95	96	104	123
Cc1nc(=S)c2ccccc2[nH]1	107	94	98	90	94	92	96	100	102
CC(C)(O)c1ccccc1	108	106	109	107	111	99	101	107	101
CCOC(=O)c1c(NC(=O)c2cc(-c3ccc(C)cc3)oc2C)sc(C)c1C	103	107	100	103	97	94	108	111	115
Cn1c(=O)c2c(nc(Sc3nc(N)cc(=O)[nH]3)n2CC(=O)Nc2ccc(S(N)(=O)=O)cc2)n(C)c1=O	102	101	100	95	97	88	92	104	103
CC(C)N1CCN(c2ccc(OC[C@H]3CO[C@](Cn4cncn4)(c4ccc(Cl)cc4Cl)O3)cc2)CC1	103	21	62	94	78	78	106	88	63
CC(c1ccccc1C(=O)O)c1cc(F)cc2ccccc12 (stereo not drawn)	111	107	105	96	116	97	110	104	107
COc1cc(C2c3c([nH]c(=O)[nH]c3=O)Nc3ccc4ccccc4c32)cc(OC)c1OC (stereo not drawn)	111	92	100	103	93	77	99	106	114
O=c1ccccc(-c2ccc(-c3ccco3)cc2)c1O	2.1*	25	29	22	22	27	22	12	26
CC(=O)c1ccc2c(N)c(C(=O)Nc3ccc(C(F)(F)F)cc3)sc2n1	73	82	41	59	31	60	83	35	83
CC(COc1ccccc1)N(CCCl)Cc1ccccc1 (stereo not drawn)	99	80	102	97	72	x	x	88	98
Nc1ccc(-c2ccc3nc4c(=O)[nH]nc(-c5cccc(C(F)(F)F)c5)c4n3c2)cn1	107	107	104	104	108	94	101	103	108

The final four compounds of the part above come first, to join the parts.
SMILES	NCI-H460	HT29	HCT-15	NCI-H226	HCT-116	NCI-H522	NCI-H322M	NCI/ADR-RES	COLO 205
O=c1ccccc(-c2ccc(-c3ccco3)cc2)c1O	2.1*	25	29	22	22	27	22	12	26
CC(=O)c1ccc2c(N)c(C(=O)Nc3ccc(C(F)(F)F)cc3)sc2n1	73	82	41	59	31	60	83	35	83
CC(COc1ccccc1)N(CCCl)Cc1ccccc1 (stereo not drawn)	99	80	102	97	72	x	x	88	98
Nc1ccc(-c2ccc3nc4c(=O)[nH]nc(-c5cccc(C(F)(F)F)c5)c4n3c2)cn1	107	107	104	104	108	94	101	103	108
CCCN1C2CCC1/C(=C\c1ccc(Cl)cc1)C(=O)/C2=C/c1ccc(Cl)cc1	100	94	94	87	79	84	105	99	106
Cc1nn(-c2ccc(F)cc2)c2ncnc(Oc3ccc(NC(=O)Nc4c(Cl)cccc4Cl)cc3)c12	101	110	103	100	108	98	95	105	101
Cc1ccc2nc(-c3c(-c4ccccc4)nc4sccn34)[nH]c2c1	97	94	94	99	99	86	113	94	111
COc1ccc(C2=CC(c3cc(OC)c(OC)c(OC)c3)NC(=O)N2)cc1OC (stereo not drawn)	1.3*	x	28	64	13	-8.7*	-9.7*	14	-24*
COc1ccc(OC)c(NP2(=O)OCC(C)([N+](=O)[O-])CO2)c1 (stereo not drawn)	105	101	105	107	97	92	102	105	112
CCCCC1COc2cccc3c(SCC(=O)n4ccc5ccccc54)cc[n+]1c23 (stereo not drawn)	90	105	97	94	94	90	102	101	98
CCCCn1c(C)cc(C)c(C#N)c1=O	107	105	101	118	106	96	102	104	116
N=C1C(=O)NC(=O)c2cc(-c3ccccc3)sc21	102	102	105	99	103	98	105	104	113
CS(=O)(=O)NC1CCCCC1	107	99	107	103	105	103	142	108	117
COc1cc(Cn2ccc3c2-c2oncc2CCC3)cc(OC)c1OC	77	100	72	x	68	77	111	46	98
CN1CCCC1c1cccnc1 (stereo not drawn)	99	115	100	96	104	17	105	-37*	105
O=C(Cn1cc(CSc2nc3ccccc3o2)nn1)Nc1ccccc1O	107	111	105	101	102	87	106	101	111
CN(C)c1ccc2oc(=O)c3ccccc3c2c1	97	87	101	81	83	97	95	95	119
O=C(Nc1ccccc1SC(=O)c1ccccc1)c1ccccc1	88	118	88	x	85	105	103	102	95
CCOC(=O)C(=CNc1cnc(Nc2ccc(N3CCOCC3)cc2)nc1Oc1ccc(OC)cc1)C(=O)OCC	2.0*	41	69	70	11	76	40	54	66
CN(C)c1ncc(-c2ccc(C(F)(F)F)cc2)c(NC2CCCCCC2)n1	55	34	77	62	44	44	95	82	50
CCOP(=O)(OCC)c1nc(-c2ccccc2)oc1NCc1cccnc1	107	111	107	104	102	93	106	105	117
CC(=O)CSC(C)=O	103	105	103	99	98	105	104	111	119
Cc1cn(C2CC(OS(C)(=O)=O)C(COC(c3ccccc3)(c3ccccc3)c3ccccc3)O2)c(=O)[nH]c1=O (stereo not drawn)	97	79	x	95	74	85	88	102	113
COc1cc(C(=O)N(C)C2CCCCC2)cc(OC)c1OC	105	97	97	x	107	84	103	100	97
O=C1c2ccccc2C(=O)C1c1ccccn1	105	103	101	96	99	91	123	101	141
CCCc1cc(=O)nc2nncc(-c3ccccc3)n12	110	104	107	104	105	93	96	99	114
Cn1cc(/C=C2\SC(=S)N(CCCC(=O)N3CCOCC3)C2=O)c2ccccc21	100	114	99	94	114	94	103	94	114
CC1CC(C)(C)C2=NCCN21 (stereo not drawn)	101&104	110&107	101&102	95&98	112&110	98&105	103&111	115	109&111

An excerpt from above in order of SMILES length, smallest number first.
SMILES	NCI-H460	HT29	HCT-15	NCI-H226	HCT-116	NCI-H522	NCI-H322M	NCI/ADR-RES	COLO 205
CCCc1cc(=O)nc2nncc(-c3ccccc3)n12	110	104	107	104	105	93	96	99	114
CN(C)c1ncc(-c2ccc(C(F)(F)F)cc2)c(NC2CCCCCC2)n1	55	34	77	62	44	44	95	82	50
Cn1cc(/C=C2\SC(=S)N(CCCC(=O)N3CCOCC3)C2=O)c2ccccc21	100	114	99	94	114	94	103	94	114

The listing continues.
SMILES	NCI-H460	HT29	HCT-15	NCI-H226	HCT-116	NCI-H522	NCI-H322M	NCI/ADR-RES	COLO 205
Cn1c(/C=C(\C#N)c2cccc(C(F)(F)F)c2)nc2c(N3CCOCC3)nc(Cl)nc21	27	-41*	-37*	x	-86*	-56*	63	20	x
NC(=S)N/C=C\c1nc2ccccc2[nH]c1=O	105	94	110	100	94	68	108	104	113
CSc1nc(C(=O)O)c(C)c(=O)[nH]1	103	100	97	97	100	99	98	97	100
COC1=CC(=O)C=C(OC)C1(O)CC(C)=O	107	108	100	x	100	87	x	101	123
CNC(=O)c1cc(Oc2ccc3nc(NC(=O)Nc4ccc(Cl)c(C(F)(F)F)c4)sc3c2)ccn1	3.5*	3.5*	23	21	-22*	17	24	11	24
CCCCCCCCn1c(=N)c(S(=O)(=O)c2ccccc2)cc2c(=O)n3ccccc3nc21	49	101	93	104	69	83	74	83	92
CC(C)Cc1ccc(CC(C)C)c(OCCOCCOCCO)c1	103	104	99	102	100	95	128	96	110
CC(C)=CCC[C@](C)(O)[C@H]1CC[C@]2(C)[C@@H]1CC[C@@H]1[C@@]3(C)C/C(=C/c4cccnc4)C(=O)C(C)(C)[C@@H]3CC[C@]12C	98	103	95	101	92	91	103	98	115
O=c1[nH]c(NCc2nnnn2-c2ccc(Br)cc2)nc2sc3c(c12)CCCC3	100	96	98	94	81	72	91	103	98
COc1cc(C2CC(c3ccc(Oc4ccc(Cl)cc4)cc3)=NN2c2nc(-c3ccc(Cl)cc3)c(C#N)c(N3CCOCC3)n2)cc(OC)c1OC (stereo not drawn)	107	106	96	90	106	92	98	99	101
CCCCc1nc2c(N)nc3ccccc3c2n1Cc1ccc(CN)cc1	104	91	96	102	81	101	101	101	104
BrCc1c(CBr)c(CBr)c(CBr)c(CBr)c1CBr	111	106	108	113	112	108	114	107	106
Cc1cc2ccccc2c[n+]1CCCCC[n+]1cc2ccccc2cc1C	98	91	105	83	104	86	106	102	97
CC(=O)NC(C)Cc1ccc([N+](=O)[O-])cc1 (stereo not drawn)	106	100	101	93	96	96	103	102	113
CCN(CC)CCS(=O)(=O)CCNc1ccnc2cc(Cl)ccc12	2.9*	-21*	10	30	6.6*	-50*	57	-14*	-44*
CCCC(=O)Nn1c(N)cc2ccccc2c1=O	127	110	103	95	105	100	102	110	123
COC(=O)c1ccc2cc(OC)c(OC)cc2c1	108	91	100	98	96	99	108	107	122
C=C1C(=O)O[C@H]2[C@H]1CC/C(CNC(=O)CCc1ccc(OC)cc1)=C\CC[C@@]1(C)O[C@@H]21	90	12	37	90	20	20	91	95	15
O=C(c1cccc(F)c1)n1ccc2cc(NC(=S)Nc3ccc(N4CCOCC4)cc3)ccc21	104	96	95	92	95	93	95	99	111
C#CCNN1C(=Nc2ccccc2)NC(=O)/C1=C\c1ccc(OC)cc1	113	111	106	95	101	100	102	102	120
CCOC(=O)c1c(N2CCOCC2)[nH]c(=O)c(C=Nc2ccc(OC)cc2)c1O	99	105	96	92	103	78	95	103	124
CN(C)CCCn1c(=O)c2ccccc2c2ccccc21	67	50	65	88	27	53	99	78	55
Nc1ccc(-c2nc(N3CCOCC3)c3c4c(sc3n2)CCCC4)cc1	73	72	80	84	77	65	85	85	85
Cc1cc(=O)n(C(=O)Nc2ccccc2)c2cc(O)ccc12	97	103	106	101	98	91	96	103	106
O=C1c2cccc(Oc3ccccc3)c2C(=O)c2cccc(Oc3ccccc3)c21	99	113	96	99	96	90	123	87	119
Cc1ccc(OCCn2c(C)nn(-c3ccc(Cl)cc3)c2=O)cc1	106	119	111	108	95	106	108	103	115
Clc1ccccc1Cn1cc(CSc2nc3ccccc3s2)nn1	106	110	106	x	97	89	99	101	110
CCOc1ccc(Br)cc1/C=C(\C#N)c1ccc([N+](=O)[O-])cc1	82	87	85	81	68	x	77	85	97
COC1=CC(=O)OC(c2ccc(OC)cc2)C1 (stereo not drawn)	109	110	121	110	108	x	x	102	108
C=CCSc1n[nH]c(-c2cccs2)n1	107	102	103	99	99	92	110	102	137
COC1=C[C@@]23CCCN2CCc2cc4c(cc2[C@H]3[C@H]1OC(=O)CCCC(C)C)OCO4	111	100	110	97	105	99	128	103	116
Cc1ccc(NC(=O)NNC(=O)/C=C/c2cn(-c3ccccc3)nc2-c2ccc(Cl)cc2)cc1	109	96	98	101	85	83	101	105	108
C/C(=N\Nc1ccc(S(N)(=O)=O)cc1)c1cc2cc(Br)ccc2oc1=O	97	103	91	x	97	95	94	104	x
O=C(CCN1C(=O)/C(=C/c2ccc(Cl)cc2)SC1=S)NCCCN1CCOCC1	102	105	98	98	99	89	104	99	108
O=C(COc1ccc(/C=C2\C(=O)Nc3ccc(Cl)cc32)cc1)Nc1ccc(Cl)cc1	24	56	42	74	16	45	74	60	91

Some of the entries above in a different format.
compound,NCI-H460,HT29,HCT-15,NCI-H226,HCT-116,NCI-H522,NCI-H322M,NCI/ADR-RES,COLO 205
Cc1ccc(OCCn2c(C)nn(-c3ccc(Cl)cc3)c2=O)cc1,106,119,111,108,95,106,108,103,115
Cc1ccc(NC(=O)NNC(=O)/C=C/c2cn(-c3ccccc3)nc2-c2ccc(Cl)cc2)cc1,109,96,98,101,85,83,101,105,108
COC1=C[C@@]23CCCN2CCc2cc4c(cc2[C@H]3[C@H]1OC(=O)CCCC(C)C)OCO4,111,100,110,97,105,99,128,103,116
O=C(COc1ccc(/C=C2\C(=O)Nc3ccc(Cl)cc32)cc1)Nc1ccc(Cl)cc1,24,56,42,74,16,45,74,60,91
C=CCSc1n[nH]c(-c2cccs2)n1,107,102,103,99,99,92,110,102,137
